Screening data deposited in PubChem BioAssay by several laboratories.
NS3 helicase inh – inhibitors of HCV NS3 helicase, primary screen, biochemical, Cy5 molecular beacon fluorescence; inhibition, % at 10.9 µM; Hepatitis C virus NS3 helicase; NS3 helicase DNA unwinding; AID 1800, 2009; actives 0.56% (n = 290,000);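 active = inhibition above the mean of all tested compounds plus 3 SD, set per campaign, cut at about 35% in these data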;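 also: 0% = DMSO wells and 100% = thioflavine S control wells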
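System: HCV NS3 helicase fragment; control set: DMSO and thioflavine S; technique: Cy5 fluorescence at 0 and 60 min, beacon hairpin quenching; reagent: beacon DNA duplex substrate plus ATP; replicates: singlicate; schedule: 1 h reaction at 25 °C, ATP-initiated; medium: MOPS buffer pH 6.5 with MgCl2, DTT, Tween20, BSA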
M18AAP inhibitor – PfM18AAP inhibitors, malaria aminopeptidase, primary screen, biochemical, QFRET, recombinant enzyme | M18 aspartyl aminopeptidase (Plasmodium falciparum 3D7) | inhibition, % at 7.35 µM | actives 1.2% (n = 290,000) | H-Glu-NHMec fluorogenic cleavage;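 active = inhibition above the campaign mean inhibition over all tested compounds plus 3 SD, cut at about 28% in these data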;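 also: 0% = plate median of test compound wells and 100% = 2 mM ZnCl2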
UBC9 SUMO inh – inhibitors of in vitro SUMOylation cascade, primary screen, biochemical, HTRF, uHTS; actives 0.36% (n = 290,000); HTRF SUMOylation assay, SAE1/SAE2 + UBC9; inhibition, % at 35 µM; SUMO-conjugating enzyme UBC9 (Homo sapiens), P63279; in the data active = inhibition above about 50%, passing the limit was not always enough; also: strong numbers were not always called active
DNA FID counter – compounds displacing fluorescent DNA intercalator, primary screen, artefact control for HCV NS3 helicase inhibitor project, biochemical, FID fluorescence; actives 0.17% (n = 290,000); inhibition, % at 7.9 µM; DNA fluorescent intercalator displacement; in the data active = inhibition above about 37%;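 also: 0% = vehicle and 100% = reference compound; higher means more ethidium bromide displaced from hairpin DNA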
IDE cell inh – human IDE inhibitors in live cells, primary screen, fluorescence polarization, HEK cells, FAbetaB substrate; FAbetaB cleavage; inhibition, % at 5.59 µM; actives 0.41% (n = 320,000);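 active = percent inhibition above the average of all tested compounds plus 3 SD, set per screening campaign, cut at about 16% in these data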;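 also: IDE supplied by intact live HEK cells; FP after avidin binding of uncleaved biotin substrate so inhibition keeps polarization high; 0% = DMSO wells and 100% = 60 µM reference IDE inhibitor Ii1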
Target sequence (P14735 whole entry, looked up): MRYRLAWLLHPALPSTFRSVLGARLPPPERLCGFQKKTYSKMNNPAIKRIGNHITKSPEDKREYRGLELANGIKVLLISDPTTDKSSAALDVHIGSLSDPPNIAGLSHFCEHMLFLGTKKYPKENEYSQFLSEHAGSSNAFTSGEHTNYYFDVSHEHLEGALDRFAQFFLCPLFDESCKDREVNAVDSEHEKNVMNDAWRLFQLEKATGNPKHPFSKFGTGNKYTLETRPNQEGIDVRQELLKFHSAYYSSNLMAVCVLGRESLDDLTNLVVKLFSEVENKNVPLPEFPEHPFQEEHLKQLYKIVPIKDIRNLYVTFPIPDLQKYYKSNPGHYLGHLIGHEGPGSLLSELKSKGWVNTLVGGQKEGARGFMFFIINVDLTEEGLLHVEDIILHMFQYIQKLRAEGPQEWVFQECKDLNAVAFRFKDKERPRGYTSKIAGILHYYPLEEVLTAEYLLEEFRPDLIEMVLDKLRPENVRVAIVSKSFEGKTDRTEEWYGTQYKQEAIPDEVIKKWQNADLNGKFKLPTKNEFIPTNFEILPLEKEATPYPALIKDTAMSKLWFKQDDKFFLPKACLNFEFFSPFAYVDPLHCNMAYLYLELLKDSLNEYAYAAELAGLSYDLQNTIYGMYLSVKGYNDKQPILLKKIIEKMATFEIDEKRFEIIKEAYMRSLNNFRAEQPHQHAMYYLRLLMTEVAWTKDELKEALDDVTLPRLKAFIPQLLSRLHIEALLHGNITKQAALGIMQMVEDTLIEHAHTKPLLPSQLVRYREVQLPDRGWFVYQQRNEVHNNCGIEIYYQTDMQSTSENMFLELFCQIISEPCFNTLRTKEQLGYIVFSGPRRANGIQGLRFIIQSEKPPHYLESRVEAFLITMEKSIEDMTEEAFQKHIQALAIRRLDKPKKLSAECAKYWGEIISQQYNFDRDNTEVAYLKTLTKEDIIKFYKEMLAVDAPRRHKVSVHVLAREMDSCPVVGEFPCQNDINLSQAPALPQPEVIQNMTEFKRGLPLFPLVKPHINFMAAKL
p-CIP stab down – p/CIP-EGFP fusion destabilizers, primary screen, fluorescence, F442A cells. Q05BA5. 16 h. decrease of EGFP signal, % at 10 µM. actives 0.01% (n = 290,000);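 active = EGFP signal decrease of at least 30% at 10 µM or well 3 SD below plate mean, unless failing retest; inactive = the rest, including hits failing retest or dose response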; also: some compounds called inactive have numbers as strong as hits; many of its hits are not listed in these tables
VIM-2 inhibitor – VIM-2 metallo-beta-lactamase inhibitors, primary screen, biochemical, epi-absorbance readout, Pseudomonas aeruginosa enzyme | actives 0.89% (n = 290,000) | inhibition, % at 5.6 µM | AID 1527, 2009 | purified VIM-2, nitrocefin hydrolysis, epi-absorbance fluorescence;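 active = inhibition above the mean of all tested compounds plus 3 SD, cutoff set per screening run, cut at about 7.5% in these data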;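 also: red hydrolysis product quenches plate fluorescence so inhibitors raise well fluorescence; 0% = enzyme with DMSO and 100% = DMSO without enzyme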
IDE act – human IDE activators in live cells, primary screen, fluorescence polarization, HEK cells, FAbeta-B substrate; FAbeta-B cleavage; 0% vehicle, 100% cell-free pure enzyme wells; activation, % at 5.96 µM; actives 0.073% (n = 340,000);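 active = activation above the mean of all tested compounds plus 3 SD, set per screening campaign, cut at about 17% in these data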
IMP-1 inhibitor – IMP-1 metallo-beta-lactamase inhibitors, primary screen, biochemical, epi-absorbance readout, Pseudomonas aeruginosa enzyme; inhibition, % at 5.6 µM; actives 0.45% (n = 290,000); purified IMP-1, nitrocefin hydrolysis, epi-absorbance fluorescence; metallo-beta-lactamase IMP-1 (Pseudomonas aeruginosa);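 active = inhibition above the mean plus 3 SD of all compounds in the same screening run, cut at about 4.5% in these data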;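 also: 0% = IMP-1 with DMSO and 100% = DMSO wells lacking enzyme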
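System: Purified IMP-1 | Read-out basis: Percent enzyme inhibition | Controls: IMP-1 with DMSO as 0%, enzyme-free DMSO as 100% | Replicates: One well per compound | Doses: 5.6 µM nominal single concentration | Detection: Epi-absorbance fluorescence, 480 nm excitation, 530 nm emission | Incubation: 25 °C, 15 min preincubation, 25 min reaction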
The depositor's hits bear a star; / = no result given. The order is random; 3.6% or so of the library scored in one or more.

SMILES	NS3 helicase inh	M18AAP inhibitor	UBC9 SUMO inh	DNA FID counter	IDE cell inh	p-CIP stab down	VIM-2 inhibitor	IDE act	IMP-1 inhibitor
CCOc1ccc(NC(=O)C(Cc2ccccc2)N2C(=O)c3cccc4cccc(c34)C2=O)cc1 (stereo unspecified)	10	-1	11	-4	0	-1	-1.4	/	-1.4
COc1cccc(NS(=O)(=O)c2nc3nc(C)cc(C)n3n2)c1	-4	10	-1	-2	-3	-15	-4.2	3	-4.3
Cc1cc(C(=O)COC(=O)Cc2n[nH]c(=O)c3ccccc23)c(C)n1-c1ccc2c(c1)OCO2	3	-3	13	-17	8	-3	-2.8	0	-2.0
O=C(C1=C[C@H](C2CC2)C[C@H](OCCCCO)O1)N1CCOCC1	5	-12	20	-2	-11	-12	-0.2	3	-2.3
Cc1ccccc1OCCN1CCC(Cc2ccccc2)CC1	-19	6	-1	13	-3	-5	0.0	5	-3.7
Cc1c(N=Cc2ccco2)c(=O)n(-c2ccccc2)n1C	2	-14	1	1	0	-1	-0.8	0	-1.4
Cc1cc(C(=O)CC#N)c(C)n1-c1ccc(OC(F)F)cc1	34	3	12	-34	4	-9	-0.6	-1	-0.5
CCCN=C(C)C1=C(O)c2ccccc2C1=O	6	2	1	-3	3	2	-3.3	-1	-4.9
CC1CCN(C(=O)Cn2ncc3c4ccccc4n(C)c3c2=O)CC1	1	2	19	-27	-4	-4	-1.2	-1	-2.5
Cc1cc[n+](-c2ccccc2)c2ccccc12	-5	-1	1	8	0	-4	-3.2	2	-0.7
Cc1cc(C)c[n+](CC(=O)c2ccc(C)c([N+](=O)[O-])c2)c1	4	-1	7	4	-1	11	1.4	3	0.6
COC(=O)CCC(=O)c1oc2ccc(Br)cc2c1N	2	-2	-4	-14	1	5	-1.1	4	-4.5
O=[N+]([O-])c1cccc(/C=N/Nc2ccccn2)c1	0	-2	1	-1	0	-3	0.6	3	-0.5
COc1cc([N+](=O)[O-])ccc1NC(=O)/C=C\C(=O)O	-7	4	20	2	-5	3	-2.0	0	-3.6
O=S(=O)(NCCCc1ccccc1)c1ccccc1	-4	-3	9	-3	-2	-10	-2.6	4	-2.3
COc1ccc(C(NC(=O)c2ccc(F)cc2)c2ccccc2)cc1 (stereo unspecified)	-9	0	-14	-8	-1	2	-1.2	6	-3.3
COc1ccc(CNC(=O)COc2cccnc2[N+](=O)[O-])cc1	1	1	2	-3	-5	-8	-2.8	-4	-2.2
CC(C)CN1C(=O)c2ccc(NC(=O)Cc3ccccc3)cc2C1=O	8	-1	5	-2	1	7	-2.4	3	-2.5
CCOC(=O)C1C(=O)CC(C)(O)C(C(=O)OCC)C1c1ccc(NC(C)=O)cc1 (stereo unspecified)	-5	-6	2	5	4	8	-1.4	0	-1.2
CN1C(=O)NC(c2ccccc2)C2=C1CN(Cc1ccco1)C2=O (stereo unspecified)	18	2	-1	-4	-2	7	-4.3	5	-3.2
Cc1[nH]c2ccccc2c1/C=N/NC(=O)c1cccc(F)c1	6	2	0	1	0	-4	-1.1	4	-2.1
Cc1cccc(NC(=S)c2nc3ccccc3s2)c1	0	-8	-18	5	-2	-4	-0.7	-2	-2.4
COc1ccc(NC(=O)N2CCCC(c3nc(-c4ccc(F)cc4)no3)C2)cc1 (stereo unspecified)	9	2	3	-13	1	2	-2.6	-1	-2.1
Cn1c(=O)oc2cc(S(=O)(=O)N3CCCCC3)ccc21	4	-4	-1	-8	8	-10	-5.4	6	-3.6
O=C(Cc1cccs1)N(Cc1cccs1)C1(C(=O)NC2CCCCC2)CCCCC1	5	1	18	-8	-2	-10	-5.0	4	-3.0
CCN(CC)CCNC(=O)c1ccc(-n2c(C)cc3c2CCCC3=O)cc1	-7	-5	4	-1	0	-21	4.4	0	-0.5
COC(=O)c1ccc(CSc2ncnc3c2oc2ccccc23)o1	5	3	-15	-7	0	-7	1.7	-13	0.8
O=C(NCc1ccco1)c1cc(-c2ccccc2)c(N2CCOCC2)s1	8	7	8	-16	7	-12	-1.8	3	-3.0
COC(=O)c1onc(-c2c(Cl)cccc2Cl)c1C(=O)OC	4	-8	-16	-5	-1	4	-2.0	6	-2.8
COC(=O)COc1c(/C=C\c2nc(O)c([N+](=O)[O-])c(=O)[nH]2)cccc1OC	5	-5	18	-5	-1	-5	-0.2	5	-3.3
CC1(c2nnc(Cc3ccccc3)o2)CC(c2cccc(Cl)c2)=NO1 (stereo unspecified)	/	/	6	/	0	-12	/	7	/
COc1cccc(CNC(=O)c2ccc(C3SCCS3)cc2)c1	-3	-7	7	-20	-8	-5	-0.4	6	0.1
O=S1(=O)CCN(Cc2cccc(C(F)(F)F)c2)CC1	-1	-2	-8	10	-5	11	-0.1	-2	-0.9
O=C(Nc1ccc(Nc2ccccc2)cc1)c1ccccc1F	-13	-12	5	-6	1	-6	-0.8	-3	0.7
NS(=O)(=O)c1cccc(NC(=O)COC(=O)C2CCN(S(=O)(=O)c3cccs3)CC2)c1	13	5	6	-2	-2	4	-3.2	0	-2.2
COc1ccc(-c2c(C)c3ccc(O)cc3oc2=O)cc1	0	5	/	-11	2	-6	1.7	8	-3.3
CC(=O)NC(Cc1ccccc1F)C(=O)NC1CCN(S(=O)(=O)c2ccccc2)CC1 (stereo unspecified)	16	-3	16	-27	/	-6	0.1	-3	-0.2
CCNS(=O)(=O)c1ccc(NC(=O)Nc2ccccc2OC)cc1	-1	7	16	1	-3	-4	-1.8	-3	-3.4
COc1ccccc1N1CCN(CCCCOc2ccc(C)cc2C)CC1	-22	-8	15	11	-4	9	-1.9	1	4.0
C=CCn1c(SCC(=O)N2CCN(c3ccc(F)cc3)CC2)nnc1-c1ccco1	-4	-9	1	-29	1	0	-2.5	-11	-2.7
CCOC(=O)c1c(-c2ccccc2)csc1NC(=O)CCN1CCOCC1	-11	1	-5	-2	-1	-3	-2.3	4	-3.2
CCOC(=O)C1CCCN(C(=O)Cn2cnc3c2c(=O)n(C)c(=O)n3C)C1 (stereo unspecified)	11	-6	18	4	-1	2	0.8	3	-1.4
CCc1cc2c(NCCC(=O)O)nc(C)nc2s1	5	4	-10	-1	5	35	0.8	1	-1.0
Cc1cc(/C=N/NS(=O)(=O)c2ccc(F)c(Cl)c2)no1	-2	3	9	-1	4	0	-1.8	6	-0.6
COCCCC1CCN(C(=O)C2CCC(=O)N(CCc3cccc(F)c3)C2)CC1 (stereo unspecified)	3	0	-3	-39	4	-17	-2.2	5	-1.6
Cc1ccc(C(=O)N2CCN3C(=O)c4ccccc4C23c2ccccc2)cc1 (stereo unspecified)	10	-2	19	-22	-7	4	2.4	-4	-0.8
CC(=O)Nc1ccc2nc(SCC(=O)NCCOc3ccccc3)sc2c1	5	-3	-10	-17	-2	-5	-1.9	-1	-2.0
O=C(O)C1(NS(=O)(=O)c2ccc(F)c(Cl)c2)CCCCC1	20	-2	5	-7	-4	-7	1.8	6	0.1
Cc1ccc(N/N=C/c2c(O)cc(C)oc2=O)cc1	8	12	-30	-5	1	-3	-1.3	7	-3.6
COc1ccc2cc3cc(C(=O)NC4CC4)sc3nc2c1	-4	-6	19	-28	-1	11	3.2	-7	1.0
CCc1ccc(CN2CCCC(C(=O)Nc3ccc(-c4cscn4)cc3)C2)o1 (stereo unspecified)	-19	9	-9	20	-11	7	0.9	2	-0.1
COc1ccc(-c2cc(-c3ccccc3)c(C#N)c(S(C)=O)n2)cc1 (stereo unspecified)	1	6	40	-30	11	1	1.3	-19	-0.3
CC1CCCCN1C(=O)CCn1c(=O)oc2ccccc21 (stereo unspecified)	6	-5	4	-4	-4	8	-0.9	-1	-1.5
COc1cccc(N2CCN(C(=O)c3ccc(CS(=O)c4ccccc4Cl)o3)CC2)c1 (stereo unspecified)	3	7	3	-66	-1	-10	-1.8	0	-1.9
CN1CCN(C(=O)c2ccccc2NC(=O)Cc2ccccc2)CC1	8	4	26	0	-3	-9	-1.3	0	-2.4
COc1ccc2cc(S(=O)(=O)N3CCCC(C)C3)ccc2c1 (stereo unspecified)	-10	1	-2	-22	0	-3	-2.1	3	-1.6
CN(C)C(C)(C)C#CCCCCC#CC(C)(C)N(C)C	2	0	-2	2	-6	-3	-2.7	5	-1.6
C=CCc1cccc(/C=N/NC(=O)COc2ccc(-n3cnnn3)cc2)c1O	-6	12	16	-9	-1	0	-0.8	4	-1.3
CC(C(=O)NCc1ccco1)n1cc([N+](=O)[O-])cn1 (stereo unspecified)	-9	-3	-8	0	-2	6	0.2	4	-1.4
O=C(/C=C/c1ccccc1Cl)NCc1cccs1	-1	-9	-7	-4	1	14	0.1	2	-1.4

Copied from the results shown (3 entries):
SMILES	NS3 helicase inh	M18AAP inhibitor	UBC9 SUMO inh	DNA FID counter	IDE cell inh	p-CIP stab down	VIM-2 inhibitor	IDE act	IMP-1 inhibitor
C=CCc1cccc(/C=N/NC(=O)COc2ccc(-n3cnnn3)cc2)c1O	-6	12	16	-9	-1	0	-0.8	4	-1.3
CC(C(=O)NCc1ccco1)n1cc([N+](=O)[O-])cn1 (stereo unspecified)	-9	-3	-8	0	-2	6	0.2	4	-1.4
O=C(/C=C/c1ccccc1Cl)NCc1cccs1	-1	-9	-7	-4	1	14	0.1	2	-1.4

Next entries:
SMILES	NS3 helicase inh	M18AAP inhibitor	UBC9 SUMO inh	DNA FID counter	IDE cell inh	p-CIP stab down	VIM-2 inhibitor	IDE act	IMP-1 inhibitor
CCc1ccc(NC(=O)C(=O)NCCN2CCN(Cc3ccc([N+](=O)[O-])cc3)CC2)cc1	-5	3	13	3	2	0	0.0	1	-2.1
CC(C)(C)N(NC(=O)Nc1ccc(F)cc1)C(=O)c1ccccc1	-4	7	4	-1	6	-7	-0.8	1	-3.9
COCCCN1C(=O)c2ccc(C(=O)Nc3ccccc3Cl)cc2C1=O	13	0	8	-17	3	-7	-3.0	0	-1.9
CCOc1ccc(NC(=S)NC(C)CCc2ccccc2)cc1 (stereo unspecified)	-5	-1	-19	-17	-3	-5	-3.3	8	-4.2
COc1cc(CN2CCSCC2)c([N+](=O)[O-])cc1OC	11	26	8	3	1	2	-1.4	4	0.5
O=S(=O)(Nc1ccc2c(c1)OCO2)c1cccs1	-5	4	26	0	-4	4	-2.5	1	-2.6
O=C(NC(Cc1c[nH]c2ccccc12)C(=O)N/N=C/c1cccnc1)c1cccs1 (stereo unspecified)	-11	5	19	-15	8	-1	-1.9	1	-2.6
O=C(c1ccc(Cl)cc1)N1N=C(c2ccccn2)CC1(O)C(F)(F)F (stereo unspecified)	-10	8	-9	-22	4	1	-3.6	-1	-2.1
CCN(CC)C(=O)Oc1ccnc2cc(Cl)ccc12	-10	4	23	-14	14	-3	-0.1	6	-1.4
